# TMEM16A act: activators or potentiators of mouse TMEM16A chloride channel. Q8BHY3. HEK293 TMEM16A/YFP-H148Q/I152L, iodide quench fluorescence; active compounds read low. B-score at 10 µM. hit rate 0.3% among 340,000;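 active = fluorescence-ratio B-score plate-corrected deviation score at least 3 library SD below zero, with starting fluorescence score within 5 deviations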;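 note: channel opened by trigger with iodide after compound preincubation; score built on the fluorescence ratio of max minus min over baseline; more negative score means more quench and so TMEM16A activation or potentiation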
# Target sequence (Q8BHY3 whole entry, looked up): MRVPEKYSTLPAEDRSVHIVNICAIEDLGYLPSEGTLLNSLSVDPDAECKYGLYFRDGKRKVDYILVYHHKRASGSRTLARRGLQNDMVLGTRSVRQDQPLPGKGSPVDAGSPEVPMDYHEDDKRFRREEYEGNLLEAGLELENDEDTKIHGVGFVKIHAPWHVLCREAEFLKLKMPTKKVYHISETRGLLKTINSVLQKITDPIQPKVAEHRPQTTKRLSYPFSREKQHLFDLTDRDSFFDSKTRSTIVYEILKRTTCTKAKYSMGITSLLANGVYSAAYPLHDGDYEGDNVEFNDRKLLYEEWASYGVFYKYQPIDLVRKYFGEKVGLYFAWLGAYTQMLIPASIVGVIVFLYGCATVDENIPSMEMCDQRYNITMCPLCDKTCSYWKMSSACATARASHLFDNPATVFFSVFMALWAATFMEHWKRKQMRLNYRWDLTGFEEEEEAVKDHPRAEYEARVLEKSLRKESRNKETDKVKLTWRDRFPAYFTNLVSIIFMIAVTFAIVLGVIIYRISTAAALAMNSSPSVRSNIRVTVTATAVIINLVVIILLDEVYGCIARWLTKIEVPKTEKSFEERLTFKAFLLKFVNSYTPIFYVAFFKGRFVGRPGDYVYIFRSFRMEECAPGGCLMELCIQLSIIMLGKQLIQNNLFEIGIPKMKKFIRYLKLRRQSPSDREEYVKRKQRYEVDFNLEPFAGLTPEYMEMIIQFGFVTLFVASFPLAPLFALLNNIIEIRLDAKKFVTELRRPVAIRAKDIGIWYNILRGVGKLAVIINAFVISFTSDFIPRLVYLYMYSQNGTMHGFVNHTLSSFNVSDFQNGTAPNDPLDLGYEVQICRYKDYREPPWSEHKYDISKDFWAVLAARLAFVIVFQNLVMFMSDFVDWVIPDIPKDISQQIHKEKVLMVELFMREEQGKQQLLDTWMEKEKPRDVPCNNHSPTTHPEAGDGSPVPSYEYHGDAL
# KCNQ1 pot: potentiators or activators of human KCNQ1 potassium channel | hit rate 0.35% among 310,000 | CHO-K1 KCNQ1, thallium flux FluxOR fluorescence; active compounds read high | B-score at 10 µM | P51787;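 active = fluorescence ratio B-score, a plate-corrected score, at least three library SD, with initial intensity B-score within 5 SD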
#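 Doses: Single concentration per compound, DMSO matched to controls | Test system: KCNQ1-transfected CHO-K1 cells | Timing: 90 min dye loading and 20 min compound exposure, both at room temperature | Measured by: Kinetic FluxOR thallium fluorescence, 10-s 1-Hz baseline, 110-s post-stimulus read | Medium: Assay buffer with matched DMSO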
# KCNK3 block: human KCNK3 channel inhibition, primary screen; hit rate 0.84% among 340,000; CHO-KCNK3 thallium flux, FluxOR fluorescence; active compounds read low; B-score at 10 µM;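 active = B-score under library mean minus 4 SD, starting fluorescence ratio at most library mean plus 5 SD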;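 note: more negative B-score means stronger inhibition of thallium flux through KCNK3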
# KCNQ1 block: human KCNQ1 channel inhibition | P51787 | CHO-K1 KCNQ1, FluxOR thallium flux fluorescence; active compounds read high | B-score at 10 µM | hit rate 1.3% among 310,000 | AID 2642;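 active = compounds whose thallium flux B-score, printed positive for inhibition, exceeds three library SD while starting fluorescence stays within three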;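 note: channel opened by potassium depolarization with thallium stimulus after 20 min compound exposure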
# hERG protect: shields human hERG channel from block by proarrhythmic agents; CHO-hERG, FluxOR thallium flux, dofetilide IC70 present; hit rate 0.51% among 310,000; activation (rescue from dofetilide block), less the hit threshold, % at 10 µM; AID 1511;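 active = activation above the mean of controls blocked by dofetilide plus 5 SD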;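 note: thallium influx through hERG after potassium depolarization seen as dye fluorescence rise; in these data hits start at about 4.7%; inactives centre near -7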
# TRPC4 agonist: TRPC4 (mouse) channel activation; Q9QUQ5; HEK293 TRPC4beta/mu-opioid, Fluo4 calcium fluorescence; active compounds read high; B-score at 10 µM; hit rate 0.49% among 310,000;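 active = B-score above 5 SD of library B-scores, and initial fluorescence ratio not above library mean plus 5 SD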;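 note: positive B-score marks a calcium rise read as TRPC4 activation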
#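 Material: HEK293 stable line with TRPC4beta plus mu-opioid receptor; technique: Fluo4 calcium-sensitive dye fluorescence, kinetic, 1 Hz baseline; timing: Fluo4 dye loading 45 min at room temperature, 110 s recording; controls: assay buffer as low control, maximal DAMGO as high control; read-out: integrated baseline-normalised fluorescence ratio, converted to per-well B score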
# TRPC4 PAM: TRPC4 (mouse) allosteric potentiation; HEK293 TRPC4beta/mu-opioid, DAMGO EC20, Fluo-4 Ca2+ flux; active compounds read high; B-score at 10 µM; hit rate 0.42% among 310,000; AID 2227;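 active = B-score of calcium response area above 5 SD of library B-scores, with initial fluorescence ratio within 5 SD of library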;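 note: B-score of integrated fluorescence ratio over time as area under calcium response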
# KCNK9 block: human KCNK9 channel inhibition; Q9NPC2; HEK293 KCNK9, FluxOR thallium flux fluorescence; active compounds read low; B-score at 10 µM; hit rate 1.2% among 310,000; AID 488922;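 active = ratio B-score over 3 SD below the library mean, with starting fluorescence within 5 SD of its mean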;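 note: negative B-score means less thallium flux so channel inhibition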
# HDAC3 inh: inhibitors of human histone deacetylase 3; hit rate 0.15% among 320,000; O15379; AID 2718; inhibition, % at 8.3 µM; recombinant HDAC3, fluorogenic peptide/trypsin coupled, fluorescence; in the data active = inhibition above about 26%, passing the limit was not always enough; inconclusive = no clear call, values can overlap the other calls
# Dyrk1A ADPGlo: Dyrk1A (rat) kinase inhibition; Q63470; ADP-Glo luminescence, NFATc1 peptide; inhibition, % at 12.5 µM; hit rate 0.43% among 310,000; AID 504441; in the data active = inhibition above about 50%;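 note: plate controls were vehicle with enzyme for no effect and no enzyme for full effect; many of its hits are not listed in these tables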
# TMEM16A inh: inhibitors of mouse TMEM16A calcium-activated chloride channel; Q8BHY3; HEK293 TMEM16A/YFP iodide influx fluorescence, ionomycin; normalized B-score (activity score, 25-100; higher = stronger inhibition) at 10 µM; hit rate 1.2% among 310,000; AID 588511;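 active = ratio plate-corrected score three or more library SD toward inhibition, starting fluorescence score within five deviations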;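 note: score derived from kinetic fluorescence span divided by baseline fluorescence per well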
# * = called active by the depositor; i = inactive; ? = inconclusive; . = not tested or not shown. A portion of the library. The share of hits here may be higher or lower than overall.
SMILES,TMEM16A act,KCNQ1 pot,KCNK3 block,KCNQ1 block,hERG protect,TRPC4 agonist,TRPC4 PAM,KCNK9 block,HDAC3 inh,Dyrk1A ADPGlo,TMEM16A inh
Cc1ccc(N(CC(=O)NC2CCCC2)C(=O)CNC(=O)c2cccs2)cc1C,i,i,i,i,-1,i,i,i,-2,4,i
Cc1ccc2[nH]c(=O)c(COC(=O)c3ccccn3)cc2c1,i,i,i,i,-10,i,i,i,-4,9,i
Cc1cnc(NC(=O)c2ccc(-c3nc4ccccc4s3)o2)s1,i,i,i,i,-10,i,i,i,6,7,i
Cc1cc(Cn2nnc3ccccc32)c(O)c(C(C)(C)C)c1,i,i,i,i,-13,i,i,i,?,13,i
COc1ccc(-c2csc(Nc3ccccn3)n2)cc1,i,i,i,i,-5,i,i,i,-1,2,i
Cc1cc2sc(NC(=O)c3ccco3)nc2cc1Cl,i,i,i,i,-5,i,i,i,0,-1,i
Cc1cccc(/C=C2\Sc3ccc(C(=O)N4CCCCC4)cc3N(C)C2=O)c1,i,i,i,i,-10,i,i,i,5,.,i
CC1(C)NC(=O)N(CCCSc2ccc(Cl)cc2)C1=O,i,i,i,i,-12,i,i,i,5,9,i
CN1CCc2cc3c(c4c2C1CC41CCC(=NO)CC1)OCO3 (configuration not stated),i,i,i,i,-3,i,i,i,-5,5,i
COc1cc(Cl)c(C)cc1NC(=O)CSc1nnc(CCC(=O)O)c(=O)[nH]1,i,i,i,i,-7,i,i,i,1,1,i
COC(=O)c1cc(Cl)c(NC(=O)c2cc(OC)c(OC)c(OC)c2)cc1OC,i,i,i,i,-4,i,i,i,-7,-6,i
COc1ccnc(N2CCN(c3cccc(C(F)(F)F)c3)CC2)c1C#N,i,i,i,i,-10,i,i,i,4,-3,i

# 3 structures from above, sorted by molecular weight, lowest first.
SMILES,TMEM16A act,KCNQ1 pot,KCNK3 block,KCNQ1 block,hERG protect,TRPC4 agonist,TRPC4 PAM,KCNK9 block,HDAC3 inh,Dyrk1A ADPGlo,TMEM16A inh
Cc1cc2sc(NC(=O)c3ccco3)nc2cc1Cl,i,i,i,i,-5,i,i,i,0,-1,i
CN1CCc2cc3c(c4c2C1CC41CCC(=NO)CC1)OCO3 (configuration not stated),i,i,i,i,-3,i,i,i,-5,5,i
COC(=O)c1cc(Cl)c(NC(=O)c2cc(OC)c(OC)c(OC)c2)cc1OC,i,i,i,i,-4,i,i,i,-7,-6,i

# More results.
SMILES,TMEM16A act,KCNQ1 pot,KCNK3 block,KCNQ1 block,hERG protect,TRPC4 agonist,TRPC4 PAM,KCNK9 block,HDAC3 inh,Dyrk1A ADPGlo,TMEM16A inh
O=C(CP(=O)(c1ccccc1)c1ccccc1)Nn1cnnc1,i,i,i,i,-1,i,i,i,6,0,i
CN1C(=S)SC(C)(C)C1NO (configuration not stated),i,i,i,i,-7,i,i,i,7,-1,i
CCOc1ccc(N(C(C)C(=O)NN=C2CCCCCCC2)S(C)(=O)=O)cc1 (configuration not stated),i,i,i,i,-6,i,i,i,-2,-6,i
CCN(CC)c1ccc(S(=O)(=O)N2CCOCC2)cc1NC(=O)CN1CCN(Cc2ccccc2)CC1,i,i,i,i,-6,i,i,i,3,2,i
CC(CCc1ccccc1)NC(=O)CNC(=O)N1CC(=O)Nc2ccccc21 (configuration not stated),i,i,i,i,-5,i,i,i,-1,1,i
COCCn1c(SCC(=O)NNC(=O)c2ccccc2)nc2ccccc2c1=O,i,i,i,i,-6,i,i,i,4,0,i
N#C/C(=C\c1ccc(F)c(F)c1)C(=O)NC1CCCCC1,i,i,i,i,-2,i,i,i,-16,-4,i
O=C(COC(=O)c1ccco1)Nc1nc2ccc([N+](=O)[O-])cc2s1,i,i,i,i,-4,i,i,i,0,15,i
Cc1ccc(S(=O)(=O)c2nc(-c3ccco3)oc2SCC(N)=O)cc1,i,i,i,i,-7,i,i,i,3,-1,i
Cc1ccccc1CN1C(=O)c2ccccc2Sc2ccc(C(=O)NCCCN3CCOCC3)cc21,i,i,i,i,-13,i,i,i,10,.,i
COc1ccc(CCNC(=O)c2cc(S(=O)(=O)N3CCOCC3)cn2C)cc1OC,i,i,i,i,-12,i,i,i,.,0,i
CCCCN1C(=O)/C(=C(/C#N)C(=O)N2CCCC2)c2ccccc21,i,i,i,i,-8,i,i,i,4,4,i
Cc1ccc(C2N(c3nccs3)C(=O)C3CCCN32)cc1 (configuration not stated),i,i,i,i,-6,i,i,i,4,3,i
Cc1nc(C)c(C(=O)N/N=C/c2ccco2)s1,i,i,i,i,-6,i,i,i,0,1,i
COc1ccc(CC(=O)Nc2nc(C)cs2)cc1,i,i,i,i,-8,i,i,i,1,.,i
Cc1ccc(NC(=O)C[n+]2cc(-c3ccccc3)n3c2CCC3)c(C)c1,i,i,i,i,-1,i,i,i,-7,-4,i
C/C(=N\N1CCN(c2ccccc2)CC1)c1ccco1,i,i,i,i,-5,i,i,i,3,-5,i
Cc1cccc(NC(=S)NN2CCN(C)CC2)c1,i,i,i,i,-11,i,i,i,-1,54*,i
Cc1ccc(Cc2c(C)[nH]c(=S)[nH]c2=O)cc1,i,i,i,i,-8,i,i,i,0,0,i
N#Cc1c(NC(=O)CSc2ncnc3sccc23)oc(-c2ccco2)c1-c1ccco1,i,i,i,i,-8,i,i,i,1,-5,i
N[C@@H](CO)c1nnc([C@H](CCC(=O)O)NC(=O)C2CCNCC2)o1,i,i,i,i,-4,i,i,i,-2,-13,i
O=S(=O)(c1cccs1)N1CN(C2CCCC2)c2nc3ccccc3nc21,.,i,.,i,-7,i,i,i,9,.,i
COC(=O)C1Cc2c([nH]c3ccccc23)C(C)N1 (configuration not stated),i,i,i,i,-7,i,i,i,-3,3,i
Cc1ccc(CN2CCSc3ccc(C(=O)N4CCN(c5ncccn5)CC4)cc32)cc1,i,i,i,i,-6,i,i,i,-8,0,i
Cc1ccc(CN2CC(C(=O)Nc3ccc(F)c([N+](=O)[O-])c3)CC2=O)cc1 (configuration not stated),i,i,i,i,-6,i,i,i,4,2,i
S=C(N/N=C1\C2CN3CCN(C2)CC1(c1ccccc1)C3)Nc1ccccc1,i,i,i,i,0,i,i,i,0,-2,i
CS(=O)(=O)N(Cc1ccccc1)c1ccc(C(=O)NN=C2CCCCCC2)cc1,i,i,i,i,-2,i,i,i,-1,5,i
COc1ccc(-n2ccnc2SCC(=O)Nc2ccc(OC)cc2OC)cc1,i,i,i,i,-5,i,i,i,9,-3,i
NS(=O)(=O)c1ccc(-c2ccc(/C=N/NC(=O)c3ccc([N+](=O)[O-])cc3)o2)cc1,i,i,i,i,-12,i,i,i,0,-3,i
NNC(=O)c1cc(C2CC2)nc2ccc(Br)cc12,.,i,i,i,-7,i,i,i,-11,2,i
COc1ccc(CCN2C(=O)CC(C(N)=O)SC2=Nc2ccc(F)cc2)cc1OC (configuration not stated),i,i,i,i,-12,i,i,i,2,-2,i
COc1ccc(C2C3=C(NCCN=C3c3ccccc3)C(=O)N2c2ccccc2)c(OC)c1 (configuration not stated),i,i,i,i,-5,i,i,i,.,-6,i
CC1=C(C(=O)Nc2ccc(C)cc2C)C(c2cccc(Cl)c2)n2nc(C(=O)OC(C)C)nc2N1 (configuration not stated),i,i,i,i,-3,i,i,i,6,0,i
CC(C)=CCc1c(O)cc2c(c1O)C(=O)CC(c1ccccc1)O2 (configuration not stated),i,i,i,i,-8,i,i,i,-7,6,i
Cc1ccc(-c2cc(-c3c(C)nn(C)c(=O)c3N)[nH]n2)cc1,i,i,i,i,-8,i,i,i,9,-9,i
O=C(O)CCN(Cc1ccccc1)S(=O)(=O)c1ccc(Cl)cc1F,i,i,i,i,-3,i,i,i,4,6,i
COc1ccccc1C(CCNS(=O)(=O)c1ccc(C)cc1)c1ccco1 (configuration not stated),i,i,i,i,-9,i,i,i,22,6,i
N=C1/C(=C\c2ccc(OC(=O)c3ccco3)cc2)C(=O)N=C2SC=NN12,i,i,i,i,-5,i,i,i,.,4,.
COc1ccc(CNC(=O)CN(Cc2ccccc2Cl)C(=O)c2csnn2)cc1,i,i,i,i,-3,i,i,i,4,-7,i
C=CCNC(=O)CSc1nnc(-c2cccs2)o1,i,i,i,i,-12,i,i,i,-5,0,i
O=C(Cn1cnc2ccccc2c1=O)NCC(=O)N1CCOCC1,i,i,i,i,-9,i,i,i,-1,-1,i
CCOC(=O)CC(=O)CSc1nc(-c2cccnc2)cc(C)c1C#N,i,i,i,i,-5,i,i,i,.,2,i
COc1cc2c(cc1OC)C(c1ccc(C)cc1)NC(=O)C2 (configuration not stated),i,i,i,i,-7,i,i,i,13,6,i
Cc1cc(C)c(S(=O)(=O)NCC23C=CC(O2)C2C(=O)N(c4ccccc4)C(=O)C23)c(C)c1 (configuration not stated),i,i,i,i,-4,i,i,i,-3,0,i
Cc1noc(/C=C/N(C)C)c1S(=O)(=O)N1CCCC(C(=O)Nc2ccccc2F)C1 (configuration not stated),i,i,i,i,-7,i,i,i,-3,-1,i
O=C(NCCOc1ccccc1F)c1cccc(S(=O)(=O)N2CCN(c3ccccc3)CC2)c1,i,i,i,i,-17,i,i,i,7,-5,i
O=C(CN(Cc1ccco1)C(=O)CCC(=O)Nc1ccccn1)NCc1ccccc1,i,i,i,i,-3,i,i,i,-9,-3,i
O=C1c2ccccc2CN1C(CO)Cc1ccccc1 (configuration not stated),.,i,i,i,-3,i,i,i,0,7,i
OC(COc1ccc(CN2CCCCO2)cc1)CN1CCCCC1 (configuration not stated),i,i,i,i,-2,i,i,i,5,-6,i
COc1cccc(-c2csc(N3CCN(C(=S)Nc4ccccc4OC)CC3)n2)c1,i,i,i,i,-4,i,i,i,2,1,i
COc1ccccc1C(=O)C1CCCN(Cc2cccc(OCCO)c2)C1 (configuration not stated),i,i,i,i,-9,i,i,i,-14,5,i
O=C(NNC(=O)c1ccccc1[N+](=O)[O-])c1ccccc1[N+](=O)[O-],i,i,i,i,-6,i,i,i,-3,-1,i
COc1ccc(C2CC(c3ccccc3C)n3nc(N)nc3N2)cc1 (configuration not stated),i,i,i,i,-3,i,i,i,3,6,i
O=C(c1ccc(S(=O)(=O)Cc2ccccc2Cl)c([N+](=O)[O-])c1)N1CCOCC1,i,i,i,i,-7,i,i,i,?,4,i
CCc1nc2ccc(C(=O)N3CCN(c4cccc(Cl)c4)CC3)cc2nc1CC,i,i,i,i,-7,i,i,i,3,2,i
